Screening data from PubChem BioAssay.
FXN GAA850 act: FXN promoter activators, primary screen, cell-based, luciferase luminescence, HEK293 lucGAA850; AID 540364, 2011; activation, % at 6 µM; hit rate 0.56% among 360,000; HEK293 lucGAA850 FXN promoter luciferase reporter, 24 h; percent of 10 µM SAHA response;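 active = activation above the average of all compounds screened plus 3 SD, cutoff fixed separately per campaign, cut at about 7.5% in these data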;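 also: 0% = DMSO wells and 100% = 10 µM SAHA wells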
GC-A act: GC-A stimulated cGMP production enhancers – HEK293 GC-A cells, cGMP TR-FRET, EC30 ANP, primary screen; Atrial natriuretic peptide receptor 1 (Homo sapiens), P16066; 0% at EC30 ANP, 100% saturating ANP; activation, % at 10 µM; hit rate 0.14% among 370,000; in the data active = activation above about 40%
SMARCA2 activ: SMARCA2 (BRM) function activators, primary screen, cell-based, luminescence, high throughput; MG213 cells, MMTV-luciferase reporter, dexamethasone, overnight; activation, % at 9.1 µM; hit rate 1% among 370,000; AID 652017, 2013; in the data active = activation above about 7.8%;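 also: 0% = vehicle wells and 100% = reference activator wells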
hgDAF12 agonist: H. glycines DAF-12 receptor agonists, primary screen, cell-based, luminescence, HEK293, GAL4 fusion, UAS-luciferase | activation, % at 6.8 µM | AID 687014, 2013 | Nuclear hormone receptor DAF-12 (Heterodera glycines), GAL4 fusion | hit rate 1.8% among 370,000 | HEK293 GAL4-hgDAF12 UAS-luciferase reporter, agonist luminescence; normalized to butyrate control;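 active = activation above a cutoff set at the mean of all screened compounds plus 3 SD, cut at about 10% in these data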;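 also: 0% = DMSO wells and 100% = sodium butyrate wells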
ADAM10 inh: human ADAM10 inhibitors, primary screen, biochemical, QFRET, HTS. Disintegrin and metalloproteinase domain-containing protein 10 (Homo sapiens), O14672. recombinant ADAM10, EDANS/DABCYL FRET peptide cleavage, 3 h. inhibition, % at 7 µM. hit rate 0.62% among 370,000. AID 720582, 2013;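 active = inhibition above a per-campaign cutoff equal to the mean of compounds falling between control-based bounds plus 3 SD, cut at about 20% in these data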;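 also: 0% = DMSO wells while the 100% control is not disclosed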
ssDAF12 agonist: S. stercoralis DAF-12 nuclear receptor activators, primary screen, cell-based, luminescence, HEK293, GRIP1 co-expression, lit1-tk-luc. activation, % at 6.8 µM. HEK293 ssDAF-12/GRIP1 lit1-tk-luc reporter; % of 3 µM dafachronic acid response. Nuclear hormone receptor DAF-12 (Strongyloides stercoralis). hit rate 1% among 370,000;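 active = activation above the mean over all tested compounds plus 3 SD, cut at about 0.9% in these data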;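 also: 0% = DMSO-only wells and 100% = 3 µM delta7-dafachronic acid wells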
DAX1 inh-1: DAX1 (NR0B1) inhibitors on StAR promoter, primary screen, cell-based, luminescence, SF-1 (NR5A1), full-length DAX-1; HEK293T StAR-luciferase reporter, SF-1/DAX-1 repression relief; inhibition, % at 6.8 µM; hit rate 1.1% among 370,000; AID 652010, 2013;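 active = inhibition above the mean over all tested compounds plus 3 SD, cut at about 3.6% in these data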;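 also: 0% = DAX-1 cells with DMSO and 100% = cells lacking DAX-1 with DMSO; higher inhibition means more luminescence from relief of DAX-1 repression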
DAX1 inh-2: DAX1 (NR0B1) inhibitors, primary screen, cell-based, HEK293, Gal4-DAX1, luciferase luminescence; Nuclear receptor subfamily 0 group B member 1 (Homo sapiens), P51843; AID 504766, 2011; inhibition, % at 6.75 µM; hit rate 0.99% among 340,000; HEK293 Gal4-DAX1 luciferase reporter;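 active = inhibition above the mean over all tested compounds plus 3 SD, cut at about 4.2% in these data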;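 also: 0% = DAX1-transfected cells with DMSO and 100% = empty-vector control cells with DMSO; inhibition shows as a rise in luminescence from relieved DAX1 repression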
Target sequence (P51843 207-470 limits assumed): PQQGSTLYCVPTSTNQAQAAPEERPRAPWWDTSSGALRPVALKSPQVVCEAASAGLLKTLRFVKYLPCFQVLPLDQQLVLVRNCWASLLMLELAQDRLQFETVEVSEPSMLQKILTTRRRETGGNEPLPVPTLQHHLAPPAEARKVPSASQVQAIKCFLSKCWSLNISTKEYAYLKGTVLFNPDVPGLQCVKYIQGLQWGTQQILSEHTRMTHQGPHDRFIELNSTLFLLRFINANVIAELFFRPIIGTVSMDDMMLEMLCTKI
NPR2 activator: human GC-B receptor activators, primary screen, HEK293 GC-B cells, cGMP TR-FRET, EC30 CNP | hit rate 0.11% among 370,000 | 0% at EC30 CNP, 100% saturating CNP | Atrial natriuretic peptide receptor 2 (Homo sapiens), P20594 | activation, % at 10 µM;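 active = activation at 10 µM reaching about 35% in either raw or pattern-adjusted values, limit read from the data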
sPLA2-III inh: human group III sPLA2 inhibitors, primary screen, biochemical, QFRET, BODIPY PC-A2 liposome substrate; QFRET BODIPY PC-A2 liposome hydrolysis, fluorescence; inhibition, % at 12.2 µM; hit rate 0.56% among 370,000;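 active = inhibition above mean plus 3 SD of compounds lying within the high and low control bounds, cut at about 19% in these data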;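 also: 0% = median of test compound wells and 100% = no enzyme DMSO wells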
Target sequence (Q9NZ20 whole entry, looked up): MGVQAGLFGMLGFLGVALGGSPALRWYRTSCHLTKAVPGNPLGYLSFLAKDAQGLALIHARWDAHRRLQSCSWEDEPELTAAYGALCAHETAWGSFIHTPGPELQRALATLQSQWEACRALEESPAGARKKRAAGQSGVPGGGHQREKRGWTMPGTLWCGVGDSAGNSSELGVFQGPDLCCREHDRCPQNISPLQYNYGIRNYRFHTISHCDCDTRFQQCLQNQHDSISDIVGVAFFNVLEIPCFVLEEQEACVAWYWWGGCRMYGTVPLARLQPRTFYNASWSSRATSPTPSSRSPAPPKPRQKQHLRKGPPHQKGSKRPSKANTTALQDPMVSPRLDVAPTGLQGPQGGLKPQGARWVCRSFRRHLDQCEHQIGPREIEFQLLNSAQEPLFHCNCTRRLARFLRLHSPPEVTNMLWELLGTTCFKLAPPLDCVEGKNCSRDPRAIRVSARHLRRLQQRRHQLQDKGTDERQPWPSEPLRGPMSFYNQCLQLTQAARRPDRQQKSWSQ
hcDAF-12 act: H. contortus DAF-12 nuclear receptor activators, primary screen, cell-based, luminescence, HEK293, lit1-tk-luc reporter; HEK293 hcDAF-12 lit1-tk-luc reporter; 0% DMSO, 100% Δ7-dafachronic acid; activation, % at 6.8 µM; hit rate 1.4% among 370,000; AID 652067, 2013;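 active = activation above the mean of all tested compounds plus 3 SD, cut at about 5.5% in these data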;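 also: 100% = response to 3 µM Δ7-dafachronic acid high control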
The depositor's hits bear a star; i = inactive; . = not tested or not shown.

SMILES | FXN GAA850 act | GC-A act | SMARCA2 activ | hgDAF12 agonist | ADAM10 inh | ssDAF12 agonist | DAX1 inh-1 | DAX1 inh-2 | NPR2 activator | sPLA2-III inh | hcDAF-12 act
CCOP(=O)(OCC)C(NC(=O)c1cc([N+](=O)[O-])cc([N+](=O)[O-])c1)C(F)(F)F (stereo not given) | 0.5 | 1 | 3 | -1.5 | 5 | -1.2 | -0.4 | -0.7 | 0 | -5 | -1.2
NC1=NC(=O)/C(=C\C=C\c2ccccc2)S1 | 3.8 | 2 | 7 | 6.6 | -16 | -1.2 | 0.1 | 1.8 | -1 | -1 | 2.4
CCC1(CC)NC(=O)N(CC(=O)OC(C)C(=O)Nc2ccc(Cl)cn2)C1=O (stereo not given) | 0.4 | -1 | -1 | 0.7 | -14 | -1.1 | 0.2 | 0.5 | 8 | -5 | 0.2
Cc1cc(Cl)nc(Cl)c1C(=O)NCc1ccc(Cl)cc1 | -1.9 | 0 | -3 | -2.6 | 4 | -1.1 | -0.4 | -0.2 | -4 | 6 | -3.1
COc1ccc(S(=O)(=O)N(CC(=O)NCC2CCCO2)Cc2ccccc2)cc1 (stereo not given) | 0.2 | 0 | -1 | 0.4 | -6 | -1.3 | 0.1 | 1.2 | 4 | 5 | -3.0
N#CCCn1cc(C(=O)CN2C(=O)NC3(CCc4ccccc43)C2=O)c2ccccc21 (stereo not given) | 0.1 | -7 | 3 | -2.1 | 2 | -0.6 | -0.2 | 2.1 | 6 | -19 | 2.5
COc1ccc(NS(=O)(=O)c2cc(NC(=O)CC3CCCC3)ccc2N2CCOCC2)cc1 | 0.5 | -1 | -4 | -2.5 | 5 | -2.4 | -0.5 | -1.2 | -3 | -8 | -0.7
CC1=NNC(=O)C1CC(=O)N/N=C/c1ccc(C)o1 (stereo not given) | -0.2 | 0 | -3 | -0.3 | -2 | -0.1 | -0.2 | . | -3 | -7 | 0.5
O=C1N(Cc2ccccc2)c2ccc(Cl)cc2C12OCCO2 | 1.2 | -42 | -1 | -3.0 | 3 | -1.2 | 0.0 | -0.8 | -11 | -10 | 0.1
CC1CCCCC1NC(=O)Cn1c(=O)cnc2ccccc21 (stereo not given) | 2.2 | 3 | 0 | -0.3 | -36 | -1.1 | 0.1 | -1.2 | 8 | 3 | 0.7
CCCc1nn(C)c2c(=O)[nH]c(-c3cc(S(=O)(=O)Nc4ccc(NC(C)=O)cc4)ccc3OCC)nc12 | -2.3 | 41* | 1 | -2.6 | -1 | -0.8 | 0.6 | -0.7 | 55* | -11 | -2.0
O=C(C1CCC1)N1CCc2cc(S(=O)(=O)NCc3cccnc3)ccc21 | 0.0 | -1 | -3 | -6.6 | 2 | -1.3 | -2.4 | -3.0 | 5 | 1 | -0.2
Cc1cccc2c1-c1sc(C(=O)NCCCN3CCC(C)CC3)cc1CO2 | 3.8 | -9 | 1 | 0.9 | i | -1.3 | 0.8 | 0.1 | -9 | -8 | 2.4
Cc1[nH]n(-c2ccccc2)c(=O)c1C=Nc1cccc(F)c1 | -0.2 | -2 | 0 | 3.7 | 1 | -0.3 | 0.3 | 0.0 | -4 | 5 | 1.6
CSc1ccc(Cl)c(C(=O)Nc2ccc(OCC(N)=O)cc2)c1 | 0.3 | 2 | -3 | -0.4 | -3 | -1.2 | 0.1 | 0.0 | 5 | 0 | -0.8

Next part; it opens with the three that closed the last part.
SMILES | FXN GAA850 act | GC-A act | SMARCA2 activ | hgDAF12 agonist | ADAM10 inh | ssDAF12 agonist | DAX1 inh-1 | DAX1 inh-2 | NPR2 activator | sPLA2-III inh | hcDAF-12 act
Cc1cccc2c1-c1sc(C(=O)NCCCN3CCC(C)CC3)cc1CO2 | 3.8 | -9 | 1 | 0.9 | i | -1.3 | 0.8 | 0.1 | -9 | -8 | 2.4
Cc1[nH]n(-c2ccccc2)c(=O)c1C=Nc1cccc(F)c1 | -0.2 | -2 | 0 | 3.7 | 1 | -0.3 | 0.3 | 0.0 | -4 | 5 | 1.6
CSc1ccc(Cl)c(C(=O)Nc2ccc(OCC(N)=O)cc2)c1 | 0.3 | 2 | -3 | -0.4 | -3 | -1.2 | 0.1 | 0.0 | 5 | 0 | -0.8
COc1ccccc1/C=C/C(=O)N1CCCC1 | -0.3 | -3 | -4 | 3.1 | -31 | -1.3 | -0.2 | -0.7 | 0 | -1 | -2.3
COc1ccccc1-c1cnc(C(O)c2cc(C)c(OC)c(C)c2)[nH]1 (stereo not given) | -2.1 | -2 | -6 | 1.6 | -6 | -0.6 | 0.8 | . | -2 | -3 | -0.5
CCOC(=O)c1oc2cccc(OC(C)=O)c2c1C | 1.9 | 1 | 4 | 5.4 | -3 | -0.5 | 0.1 | 1.2 | 2 | -6 | -0.3
COc1ccccc1N1CCN(S(C)(=O)=O)CC1 | -0.2 | 0 | 1 | 0.7 | 0 | -1.1 | 0.0 | -0.4 | 3 | 18 | -1.7
OCCC1CN(Cc2cccn2-c2nccs2)CCN1Cc1ccc(F)c(F)c1 (stereo not given) | -0.4 | -2 | 0 | 1.0 | -16 | -1.0 | -0.6 | 2.2 | 2 | 0 | 0.7
N#CCCCc1cn(-c2nc3ccccc3s2)nn1 | . | 2 | 0 | 14* | -7 | 0.6 | 4.0* | . | 4 | 0 | 1.7
COc1ccc(S(=O)(=O)N2CCN(C(=O)c3ccco3)CC2)cc1OC | 1.5 | 0 | 6 | 3.1 | 0 | -1.4 | -0.4 | 2.0 | 3 | 2 | 0.4
C[C@@H]1CN([C@H](C)CO)C(=O)CCCn2cc(nn2)CO[C@H]1CN(C)C(=O)c1ccc2ccn(C)c2c1 | . | 1 | -1 | -0.9 | -21 | -0.1 | 1.9 | . | 8 | 6 | 1.0
COc1ccc(C/C(C)=N/NC(=O)c2ccc(C)cc2C)cc1 | 1.3 | -1 | 4 | 2.5 | 4 | 0.0 | 0.4 | 0.4 | -2 | -3 | 0.4
CCCc1cc(=O)n2nc(N3CCC(C(=O)NCc4ccco4)CC3)sc2n1 | -2.2 | 2 | -3 | -1.4 | 0 | -1.2 | -1.0 | -0.2 | -5 | 1 | -0.5
Nc1cc2c(cc1O)CCCC2 | -0.5 | -2 | 6 | 3.9 | 4 | 0.1 | -0.4 | 1.2 | -2 | 6 | 3.3
Cc1ccc(C)c2[nH]c(=O)c(CCNC(=O)c3ccc(S(=O)(=O)N4CCOCC4)cc3)cc12 | -2.0 | -2 | -1 | -0.5 | -11 | -1.4 | -2.6 | -0.7 | -3 | -7 | 1.1
Cc1ccsc1/C=C(\CC(=O)O)c1nc2ccccc2o1 | 3.2 | 1 | -3 | 2.7 | -8 | -0.1 | 0.4 | -0.3 | 4 | 6 | 4.2
CC1(c2ccccc2)NC(=O)N(CC(=O)N2CCN(S(=O)(=O)c3cccc([N+](=O)[O-])c3)CC2)C1=O (stereo not given) | -0.1 | 2 | 0 | -0.3 | -2 | -1.2 | 1.9 | -1.0 | 3 | -7 | 0.4
COC(=O)Cn1cnc2c(cnn2-c2ccccc2)c1=O | 0.2 | -2 | -1 | 1.9 | 8 | -0.6 | 0.6 | 3.1 | 8 | 8 | 1.2
c1ccc(SSc2ccccc2)cc1 | -1.5 | 4 | -4 | -0.8 | -7 | -1.4 | 0.1 | -0.8 | -1 | -5 | -1.3
O=C(COC(=O)/C=C/c1cccc(Cl)c1)NCCc1ccccc1 | 4.0 | 0 | 0 | -2.0 | 7 | -1.0 | -0.3 | -0.9 | -1 | -10 | -1.3
O=C(CSc1nnc(NC(=O)C2CC(=O)N(c3ccccc3)C2)s1)NC1CCCC1 (stereo not given) | 0.7 | 4 | -1 | 4.7 | -10 | -0.9 | -1.1 | 0.7 | -2 | 6 | -0.7
CCCOc1ccc(OC(=O)Cc2ccc(OC)c(S(=O)(=O)N3CCOCC3)c2)cc1 | 3.0 | 0 | -1 | -2.6 | 3 | -1.3 | -0.2 | -0.9 | -7 | -19 | -0.9
CC(=O)Nc1ccc(S(=O)(=O)Oc2ccc(/C=C3\SC(N)=NC3=O)cc2)cc1 | 0.9 | -1 | 0 | -1.4 | -22 | -1.4 | 0.0 | -0.7 | 7 | -19 | -1.2
CCN(CC)c1ccc(/C=C/C(=O)c2cccnc2)cc1 | 0.3 | 1 | -2 | -1.4 | 8 | -1.0 | -0.6 | 2.6 | -6 | 3 | 0.6
COC(=O)c1ccccc1NC(=O)CN1CCN(C(=O)c2ccco2)CC1 | 2.5 | 4 | -5 | -0.7 | -3 | -1.1 | -0.4 | -1.6 | 2 | -2 | -1.4
CC(=O)NC(c1ccccc1)c1nc(-c2cccc(C(C)C)c2)cs1 (stereo not given) | 3.7 | -3 | -1 | 1.9 | 7 | -1.1 | -0.6 | . | 2 | -16 | -2.1
COc1ccc(C(C)(O)c2nc(-c3ccc4ccccc4c3)cs2)cc1 (stereo not given) | 0.9 | -2 | 1 | 2.1 | 15 | -1.1 | -0.2 | . | -1 | -14 | 0.1
COc1cc(CCC(N)c2cccc(O)c2)cc(OC)c1OC (stereo not given) | -1.6 | -4 | -1 | 1.9 | -7 | -1.1 | 0.9 | 1.5 | 1 | 0 | 1.5
C=CCN(C(=O)[C@@H](C1CC1)[C@@H](O)c1ccc(Cl)cc1)c1ccccc1 | . | -4 | -3 | -1.6 | 4 | -1.0 | -1.9 | . | -5 | -4 | -2.2
Cc1cc2c(s1)c1cnn(Cc3cc(F)c(F)cc3F)c(=O)c1n2C | . | -4 | . | 0.3 | -3 | -1.0 | . | . | 0 | 2 | -2.9
O=[N+]([O-])c1ccc(S(=O)(=O)CC(CN2CCCCC2)N2CCCCC2)cc1 (stereo not given) | 4.8 | 0 | -3 | 0.3 | -10 | -1.5 | -0.1 | -0.3 | 4 | 9 | 1.6
O=C(CCc1c[nH]c2ccccc12)OCC(=O)c1ccccc1 | 0.9 | 1 | -3 | -0.8 | 2 | -0.3 | -0.7 | 0.6 | 5 | -82 | 3.3
COC(=O)n1c(=O)oc2cc(S(=O)(=O)N3CCOCC3)ccc21 | -0.8 | 2 | -2 | -1.2 | 3 | -1.5 | -0.3 | 0.5 | 3 | 6 | -0.7
O=C(CSCc1cc(=O)[nH][nH]1)Nc1ccc(F)cc1 | 0.5 | 1 | -2 | 0.0 | 2 | -1.5 | -0.1 | -0.8 | 3 | -4 | -1.8
